KKLEB cytotox: cytotoxicity in KKLEB CF airway cells, primary screen, cytotoxicity control for CF NF-kB inhibitor project, cell-based, uHTS, fluorescence assay plates; activity change (cytotoxicity), % at 5 µM; KKLEB CF airway cells viability, ATPlite luminescence, overnight; hits give low values; cells stimulated with P. aeruginosa culture filtrate; 0.36% of 360,000 active;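 active means corrected activity change at or below -50% at 5 µM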
Peg3 prom inh: Peg3 promoter-driven luciferase inhibitors, primary screen, cell-based, HeLa, luciferase luminescence; HeLa PEG-Prom luciferase reporter, overnight; inhibition, % at 20 µM; 1.7% of 360,000 active; AID 588405, 2011;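 active means inhibition of at least 50% at 20 µM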
NR2E3 ag-1: inhibitors of NR2E3-RetCOR corepressor binding, primary screen, NR2E3 agonist project, biochemical, TR-FRET, GST-NR2E3, biotin-RetCOR | Photoreceptor-specific nuclear receptor (Homo sapiens), Q9Y5X4 | 1536-well | inhibition of corepressor binding, % at 4.78 µM | 0.12% of 320,000 active | AID 2300, 2010;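 active means percent inhibition above the cutoff of mean plus 3 SD of all tested compounds, set per screening campaign, cut at about 20% in these data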;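 further: 0% = DMSO wells and 100% = biotin wells as full block of FRET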
Target sequence (Q9Y5X4 whole entry, looked up): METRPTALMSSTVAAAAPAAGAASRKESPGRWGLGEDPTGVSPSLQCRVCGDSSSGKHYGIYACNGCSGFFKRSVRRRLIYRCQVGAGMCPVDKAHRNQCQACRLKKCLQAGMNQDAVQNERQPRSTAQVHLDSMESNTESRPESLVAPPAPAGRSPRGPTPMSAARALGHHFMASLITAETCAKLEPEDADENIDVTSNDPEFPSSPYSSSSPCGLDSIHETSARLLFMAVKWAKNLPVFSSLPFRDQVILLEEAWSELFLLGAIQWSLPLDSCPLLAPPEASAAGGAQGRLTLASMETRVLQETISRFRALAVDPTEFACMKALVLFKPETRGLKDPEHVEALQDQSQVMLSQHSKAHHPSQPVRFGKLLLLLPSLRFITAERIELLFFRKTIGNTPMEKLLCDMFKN
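System: GST-tagged NR2E3 plus biotinylated RetCOR corepressor; Buffer or medium: pH 7.5 Tris-based buffer; Probe or stimulus: RetCOR corepressor, biotinylated, 7 nM; Doses: compound at 4.8 µM, single dose; Schedule: 5 h incubation at 4 °C; Technique: time-resolved FRET; Evaluation: percent inhibition of TR-FRET ratio; Replication: one well per compound, singlicate testing.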
HIF-2a inh: HIF-2a reporter inhibitors, primary screen, luminescence, 786-0 RCC cells. 786-0 RCC cells HIF-2a reporter, luciferase luminescence, overnight. inhibition, % at 18.8 µM. 0.72% of 360,000 active. AID 624352, 2012;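 active means inhibition of the luminescence signal of 40% or more relative to plate controls, in a single-dose primary screen at 18.75 µM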
CaV13 ICDI inh: Primary screen for inhibitors of IQ motif and Ca2+-dependent inactivation inhibitor domain binding in CACNA1D, Förster resonance energy transfer in living cells, …. inhibition, % at 12.3 µM. HEK cells, CFP/YFP FRET ICDI-IQ, plate reader, 10 min; percent FRET-ratio fall versus neutral wells. AID 743397. 0.098% of 340,000 active;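 active means mean replicate inhibition of at least 30% and at least 1% of replicates passing that level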;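 further: 0% = median of the neutral control wells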
CF NFkB block: inhibitors of PAF-induced NF-kB signaling, primary screen, cell-based, GFP fluorescence, uHTS | inhibition, % at 5 µM | 0.86% of 360,000 active | KKLEB NF-kB-GFP reporter, GFP fluorescence overnight;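 active means at least 50% inhibition at 5 µM, scaled per plate between neutral and stimulator controls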;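 further: PAF is a Pseudomonas aeruginosa culture filtrate used as stimulus; plate controls were PAF-stimulated DMSO wells for no effect and unstimulated DMSO wells for full effect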
Vif imaging: HIV Vif self-association inhibitors, primary screen, imaging, HEK293T, single point. AID 602346, 2012. HEK293T cells, Vif self-association by quenched fluorescence, 24 h. inhibition, % at 7.49 µM. 0.35% of 340,000 active; in the data active means inhibition above about 50%, passing the limit was not always enough; further: some results filed as inactive read as strong as hits
Shn3 3UTR inh: reduction of Shn3 3'UTR firefly luciferase signal, primary screen, Schnurri-3 inhibitor project, cell-based, Clone20 osteoblasts, set 2; Clone20 osteoblast Shn3 3'UTR firefly luciferase, 24 h; 0.52% of 360,000 active; inhibition, % at 12.5 µM;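 active means mean inhibition of at least 75% with every replicate also reaching 75%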;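 further: 0% = median of neutral control wells and 100% = pilot-screen positive control compound; some compounds past the cut are filed as inactive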
MITF TRPM1 inh: inhibitors of MITF-dependent TRPM1 promoter reporter, primary screen, cell-based, SK-MEL-5, single point, luciferase; SK-MEL-5 TRPM1 promoter luciferase, 24 h; inhibition, % at 12.5 µM; 0.83% of 330,000 active; AID 488899, 2010;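 active means mean inhibition across replicates of 60% or more, whatever share of single replicates reaches that level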; further: values of inactives mirror those of a sister screen read the other way
PDI inh: inhibitors of human PDI, primary screen, biochemical, turbidity, single point, plate reader; inhibition, % at 10 µM; PDI insulin aggregation turbidity, A650, 90 min; 0.052% of 350,000 active; AID 588391, 2011;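 active means mean inhibition across replicates of 30% or more, whatever share of single replicates reach that level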;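 further: absorbance from insulin aggregation driven by PDI reduction with DTT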
Target sequence (P07237 whole entry, looked up): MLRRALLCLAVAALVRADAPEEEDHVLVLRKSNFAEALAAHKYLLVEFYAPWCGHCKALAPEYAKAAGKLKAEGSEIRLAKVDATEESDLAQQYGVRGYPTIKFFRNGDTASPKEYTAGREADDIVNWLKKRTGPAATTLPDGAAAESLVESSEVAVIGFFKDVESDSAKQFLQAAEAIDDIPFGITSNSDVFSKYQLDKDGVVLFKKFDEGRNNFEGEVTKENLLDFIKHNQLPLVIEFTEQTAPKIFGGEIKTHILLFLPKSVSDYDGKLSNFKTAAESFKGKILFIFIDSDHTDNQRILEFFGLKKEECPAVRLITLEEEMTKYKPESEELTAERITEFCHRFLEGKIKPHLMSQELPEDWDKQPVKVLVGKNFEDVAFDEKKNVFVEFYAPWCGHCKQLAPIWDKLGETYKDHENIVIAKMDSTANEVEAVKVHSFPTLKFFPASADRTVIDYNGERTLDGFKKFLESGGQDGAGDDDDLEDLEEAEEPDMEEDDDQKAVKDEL
NR2E3 ag-2: NR2E3 agonists in two-hybrid cells, primary screen, cell-based, luminescence, CHO-S, Gal4-NCOR/VP16-NR2E3; Photoreceptor-specific nuclear receptor (Homo sapiens), Q9Y5X4; luciferase; inhibition of corepressor binding, % at 3.98 µM; 0.35% of 360,000 active; AID 602229, 2012;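 active means inhibition above the mean of all tested compounds plus 3 SD, cut at about 70% in these data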;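 further: 0% = DMSO with NR2E3 transfected cells and 100% = cells lacking NR2E3 construct; higher means lower luciferase signal from less NR2E3 corepressor binding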
* hit, by the source's call; nt = not tested or not shown.

SMILES	KKLEB cytotox	Peg3 prom inh	NR2E3 ag-1	HIF-2a inh	CaV13 ICDI inh	CF NFkB block	Vif imaging	Shn3 3UTR inh	MITF TRPM1 inh	PDI inh	NR2E3 ag-2
CCC(C)c1ccc(NC(=O)NCc2cccnc2)cc1 (stereo unspecified)	1	-29	1	-45	-3	-13	-7	-35	-3	-3	25
CCn1cc(C(=O)OCC(=O)Nc2c(C)n(C)n(-c3ccccc3)c2=O)c(=O)c2ccc(C)nc21	6	24	1	13	nt	-4	11	-14	14	12	-14
Cc1cc(Cl)c2oc(C(=O)N3CCN(C(=O)c4ccco4)CC3)c(C)c2c1	-4	-267	-2	-186	-8	-3	-8	-60	-70	-1	-91
CC(OC(=O)/C=C/c1ccc2ccccc2n1)C(=O)Nc1ccc(S(N)(=O)=O)cc1 (stereo unspecified)	3	14	-3	31	-7	44	19	-37	50	-3	18
CCC1CCCCN1CCCNC(=O)CCCNC(=O)Cn1cnc2sc3c(c2c1=O)CCCC3 (stereo unspecified)	7	16	3	18	8	4	2	-9	9	0	5
O=S(=O)(NCc1ccco1)c1cccc2cccnc12	4	8	-2	14	-6	5	15	-24	-8	-3	-11
O=C(CSc1nc2ccccc2c(=O)n1-c1ccccc1)NCC1CCCO1 (stereo unspecified)	-24	0	1	11	-5	-7	10	-3	-6	-3	-6
Cc1ccc(C(=O)Nc2nnc(-c3ccco3)o2)cc1C	-9	-52	-3	-73	-16	11	0	-12	-6	-8	0
Cc1cccc(NC(=O)c2ccc3nccnc3c2)c1C	-7	-19	2	-11	-2	25	15	-4	-9	-6	-31
O=C(c1[nH]c(C(F)(F)F)nc1-c1ccccc1)N1CCN(c2ncccn2)CC1	-11	27	nt	10	-3	14	0	10	nt	nt	-16
COC(=O)c1cnc(SCc2ccc(Cl)cc2)n1C	7	-148	4	-232	2	-14	7	-45	-28	-2	-38
O=C(C[C@H]1C[C@H](C(=O)N2CCOCC2)[C@@]2(CCC3CCCC3)c3[nH]c4cc(-c5ccco5)ccc4c3CCN2C1=O)NCc1ccco1	0	46	nt	-14	-4	28	nt	5	11	1	-46
CCOC(=O)c1ccc(S(=O)(=O)Nc2ccc3cn[nH]c3c2)cc1	-6	20	1	17	-3	3	-8	54	22	1	62
COc1cc(/C=C/C(=O)NNC(=O)c2cccc(S(=O)(=O)N(C)C)c2)cc(OC)c1OC	-4	-8	nt	9	-5	3	-1	0	2	-2	8
O=C(N/N=C/c1ccccc1O)C1CC(=O)N(c2ccc(F)cc2)C1 (stereo unspecified)	-1	52*	5	5	-2	0	10	75	17	-9	13
CCS(=O)(=O)N1CCC(C(=O)c2ccc(Cl)cc2)CC1	-4	3	0	-3	-8	15	nt	19	2	-3	-15
Fc1ccccc1N1CCN(c2ncnc3[nH]ncc23)CC1	-22	-45	-5	-29	nt	31	-12	14	-47	-3	-48
COc1ccc(NC(=O)c2cc(C)on2)cc1	-9	-189	-1	-272	-12	0	-2	-102	-71	2	-92
COc1cc(-c2cnc3c(NC=O)cc(-c4ccc(C)cc4)cn23)cc(OC)c1OC	-24	-9	nt	-34	-5	51*	32	11	nt	-10	37
COCCNC(=O)c1ccccc1-c1nc(-c2ccccc2OC)no1	9	-5	5	-25	nt	-10	2	-10	6	-4	-17
CN(NC(=O)c1ccc(Cl)cc1)c1ncc(C(F)(F)F)cc1Cl	-5	16	-1	26	-19	16	-2	-5	11	-10	-16
COc1ccc2oc(C(=O)Nc3nc(-c4ccccn4)cs3)c(C)c2c1	-6	-72	3	-122	-6	-3	nt	1	5	3	18
CCN1CCN(C(=O)CCc2nnc3ccc(N4CCN(c5cccc(OC)c5)CC4)nn23)CC1	-2	-2	-3	0	-15	-2	-19	2	-10	6	-4
Cc1cc(=O)[nH]c(SCC(=O)c2ccc(O)c(O)c2)n1	8	2	1	18	-6	-2	0	0	1	-7	-10
O=C(Cc1ccccc1)NCCSCc1ccco1	7	-19	6	-37	-9	-16	-1	-7	-7	-7	-6
CC(NC(=O)COC(=O)CSCc1ccccc1)c1ccccc1 (stereo unspecified)	0	6	-1	4	4	-14	2	-8	5	6	-32
CC1CCN(CCOc2cccc(Br)c2)CC1	3	-18	1	3	-10	4	4	11	13	-1	12
COc1ccc(OCC(=O)NC2CC(C)(C)NC(C)(C)C2)cc1	6	4	-1	-1	nt	1	7	-38	-7	-2	-13
COc1ccc(CCn2c(=O)[nH]c3cc(C(=O)NCCN4CCOCC4)ccc3c2=O)cc1OC	-21	18	1	4	-4	-7	6	6	5	-3	11
COCCCn1c(SCC(=O)N2CCOCC2)nc2cc(Cl)ccc2c1=O	-4	15	1	6	-3	-4	nt	18	-5	1	6
CC(=O)N1c2ccc(S(=O)(=O)N3CCC(C(=O)Nc4ccc(F)cc4)CC3)cc2CC1C (stereo unspecified)	-24	15	-3	14	-7	-3	2	66	17	-10	14
Cc1nn(CC(=O)O)c(C)c1N	-1	14	-1	12	-2	-4	nt	-22	-9	6	-7
CSc1nsc(SCC(=O)Nc2ccccc2F)n1	8	-258	1	-213	-19	-15	-5	-42	-52	-8	-30
CCOC(=O)c1c(NC(=O)C2COc3ccccc3O2)sc2c1CC(C)(C)NC2(C)C (stereo unspecified)	-2	39	1	12	-5	6	4	-2	8	7	-10
CN(C(=O)c1cccc(Cl)c1)C1CCCN(Cc2ccccc2F)C1 (stereo unspecified)	0	20	0	20	-4	-4	0	7	7	-7	24
O=C1c2ccccc2C(O)N1Cc1ccccc1Cl (stereo unspecified)	9	-8	2	-6	-2	-23	-1	-4	nt	nt	-19
CC(=O)NC(CC(=O)OC(C)C(=O)Nc1ccc(Cl)cn1)c1ccccc1 (stereo unspecified)	2	-7	0	-1	-4	2	6	-1	0	8	-14
CS(=O)(=O)N1CCCC(c2nc(-c3ccc(S(=O)(=O)NCc4ccccc4)cc3)no2)C1 (stereo unspecified)	-4	29	-2	7	-3	4	-25	71	9	-2	50
O=C(/C=C/c1ccc([N+](=O)[O-])cc1)NCc1cccs1	-1	-67	-1	-108	-4	-12	-2	-33	-26	-7	-9
Cc1ccc(Cn2c(Sc3ncccn3)nc3c2c(=O)[nH]c(=O)n3C)cc1	1	22	3	22	-4	-3	6	-5	6	7	8
Cc1cnc(=O)[nH]c1SCc1cccc([N+](=O)[O-])c1	-5	3	6	8	-2	13	-2	-4	-8	-4	0
Cc1ccc(S(=O)(=O)Cn2nnnc2C(CC(C)C)N2CCN(C)CC2)cc1 (stereo unspecified)	3	1	1	12	-4	-8	1	10	-5	-2	-5
O=C(O)c1ccc2c(c1)C(=O)N(c1ccc(Nc3ccccc3)cc1)C2=O	4	6	nt	8	-3	7	-3	11	-7	1	-8
CC(C)Cc1nnc(NC(=O)CC(=O)Nc2ccccc2C(=O)O)s1	-1	28	0	9	nt	-6	-1	16	-2	-9	-37
CC1(c2ccccc2)NC(=O)N(CC(=O)Nc2ccccc2N2CCCCC2)C1=O (stereo unspecified)	2	-5	1	14	-16	4	5	13	-6	2	1
O=C(NC(Cc1ccccc1)C(=O)O)/C(=C\c1ccco1)NC(=O)c1ccccc1Br (stereo unspecified)	1	22	-2	10	-17	2	-2	-14	-4	-2	-27
CCC(=O)NN1CCc2cc3ccc(C)cc3nc21	-4	7	-2	14	-19	6	3	-4	8	-4	-1
COc1ccc(C(=O)NCCC(=O)NCc2cc(=O)n(C)c(=O)n2C)cc1	-4	1	-3	11	-16	0	-5	-12	0	9	-3

Marked active in Peg3 prom inh, of those listed so far:
molecule,Peg3 prom inh,NR2E3 ag-1,HIF-2a inh,CaV13 ICDI inh,CF NFkB block,Vif imaging,Shn3 3UTR inh,MITF TRPM1 inh,PDI inh,NR2E3 ag-2
O=C(N/N=C/c1ccccc1O)C1CC(=O)N(c2ccc(F)cc2)C1 (stereo unspecified),52*,5,5,-2,0,10,75,17,-9,13

Next part.
SMILES	KKLEB cytotox	Peg3 prom inh	NR2E3 ag-1	HIF-2a inh	CaV13 ICDI inh	CF NFkB block	Vif imaging	Shn3 3UTR inh	MITF TRPM1 inh	PDI inh	NR2E3 ag-2
Cn1c(N)c(C(=O)COC(=O)c2ccc(C(F)(F)F)cc2)c(=O)n(C)c1=O	-1	4	nt	-1	-10	6	21	10	-11	11	-4
CCOC(=O)c1cc(-c2ccccc2)sc1NC(=O)CSc1nnnn1C	-8	3	4	-41	-4	3	-5	-1	-19	0	16
Cc1noc(C)c1S(=O)(=O)N(CC(=O)NC1CCC(C)CC1)c1ccc(C(C)C)cc1 (stereo unspecified)	13	8	1	2	-3	-29	-3	-8	-9	-2	10
COc1ccc(N2CCN(C(=O)[C@H](Cc3c[nH]c4ccccc34)NC(C)=O)CC2)cc1	6	18	-3	3	9	-9	-8	8	15	0	-55
Cc1cc(-c2csc(N)n2)c(C)n1C	0	18	19	9	-6	-4	11	-13	10	6	5
CC(NC(=O)c1ccc2c(c1)OCO2)c1cccc(C(F)(F)F)c1 (stereo unspecified)	5	2	2	3	-7	-3	2	-6	1	-1	-26
Cc1ccc(CN2CCN(CC(=O)NC(C)CCc3ccccc3)C2=O)cc1 (stereo unspecified)	-12	9	3	8	-6	5	-8	-37	2	-2	-4
Cc1ccc(S(=O)(=O)Nc2c(C)nc3nc[nH]n3c2=O)c(C)c1	-8	-16	2	14	-6	6	21	-1	-3	6	-4
Cc1nn(CC(=O)N2CCC(C(N)=O)CC2)c(=O)c2nn(-c3ccccc3)c(C)c12	26	8	5	2	-8	-41	-3	-12	3	-4	-11
O=C(CSCc1n[nH]c(=O)[nH]1)NCCOc1cccc(Oc2ccccc2)c1	-1	1	0	-1	-9	-4	4	-9	8	-2	-15
COC(=O)c1ccc(CSc2cc(C)c3cccc(C)c3n2)o1	-8	-12	4	8	-3	12	4	3	22	-2	-1
O=C(COC(=O)CN1C(=O)C2CCCCC2C1=O)Nc1c(Cl)cccc1Cl (stereo unspecified)	1	1	1	5	-3	4	-4	-7	3	7	9
CC1CC(NNC(=O)c2ccccc2)=Nc2ccccc2N1C (stereo unspecified)	0	11	0	13	-5	6	0	-4	5	11	-24

Screening results as filed in PubChem BioAssay.
